# High-throughput results deposited in PubChem by Broad Institute.
# ERp5 block: inhibitors of human ERp5; Q15084; ERp5 insulin aggregation, absorbance 650 nm, 90 min; inhibition, % at 9.99 µM; 0.05% of 350,000 active;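 active = mean replicate inhibition above about 25%, with every replicate also reaching it, limit read from the data, passing the limit was not always enough; inconclusive = only one of those two criteria met; inactive = neither criterion met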
# Target sequence (Q15084 whole entry, looked up): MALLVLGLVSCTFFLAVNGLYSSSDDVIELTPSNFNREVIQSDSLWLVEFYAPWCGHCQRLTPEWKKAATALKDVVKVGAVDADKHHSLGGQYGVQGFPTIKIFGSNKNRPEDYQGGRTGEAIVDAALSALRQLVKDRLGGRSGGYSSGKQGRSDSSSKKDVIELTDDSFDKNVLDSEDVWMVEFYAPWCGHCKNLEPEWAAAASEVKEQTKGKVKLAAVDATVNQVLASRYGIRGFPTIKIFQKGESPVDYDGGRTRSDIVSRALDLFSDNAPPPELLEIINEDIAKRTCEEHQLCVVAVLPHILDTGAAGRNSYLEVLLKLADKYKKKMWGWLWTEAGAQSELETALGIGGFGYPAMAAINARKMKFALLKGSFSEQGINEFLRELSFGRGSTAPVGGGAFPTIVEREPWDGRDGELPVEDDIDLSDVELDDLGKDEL
# GSIS activator: primary screen for activators of insulin secretion dependent on glucose, INS-1E cells, GLuc reporter luminescence. INS-1E GLuc reporter insulin secretion, 2-3 h. activation, % at 16.6 µM. 0.61% of 370,000 active;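 active = lowest replicate activation of at least 40%, so every replicate reaches that level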;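 also: 0% = median of neutral control wells and 100% = median of IBMX positive control wells; some compounds called inactive have numbers as strong as hits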
# F508del corr: correctors of CFTR F508del function in bronchial epithelial cells | activity (quench increase), % at 7.58 µM | 0.36% of 350,000 active | AID 720511 | CFBE cells, YFP halide quenching; stimulated with forskolin plus potentiator P3; % fluorescence drop versus neutral controls;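 active = mean added fluorescence quench of at least 8% versus neutral control, with both replicates also reaching 8%; inconclusive = only one of the mean or replicate conditions met; inactive = mean below 8% and not both replicates reaching 8%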;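 also: cells transiently co-express mutant CFTR-F508del with the halide-sensitive YFP; corrector assay measuring rescue of mutant channel to the surface after 24 h compound exposure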
# DENV2 CPE: protects cells from dengue virus 2 cytopathic effect; DENV2-infected cells, cytopathic effect rescue, plate reader; CPE inhibition, % at 9.99 µM; 1.7% of 350,000 active; AID 651640; in the data active = CPE inhibition above about 20%, passing the limit was not always enough; inconclusive = no clear call, values can overlap the other calls; tested in BHK-21 cells;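 also: 0% = median of neutral control wells and 100% = median of positive control wells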
# ARNT-TACC3 inh: ARNT/TACC3 interaction disruption; AlphaScreen His-ARNT PAS-B/GST-TACC3 binding, luminescence; TACC3 fragment carries E629A point mutation; 0.66% of 390,000 active; inhibition, % at 9.99 µM; AID 623870; Q9Y6A5;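 active = mean inhibition of replicates at least 50% and at least half of replicates each reaching 50%; inconclusive = half or more replicates reach 50% but mean below 50%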;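 also: 0% = complete ARNT plus TACC3 wells and 100% = ARNT alone without TACC3; many hits fall short of the cut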
# XiGFP reactiv: X-chromosome reactivation activator | XiGFP mouse fibroblasts, % GFP-positive cells imaging, 3 d; cells co-treated with 5-aza-dC sensitizer; scaled so ellipticine positive control = 100% | activation, % at 7.58 µM | 0.055% of 360,000 active;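 active = mean normalized replicate activation at least 10% and every replicate at or above 10%; inconclusive = only one of the two criteria met; inactive = mean below 10% and not all replicates reach 10%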;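 also: 0% = median of on-plate neutral control wells and 100% = ellipticine 6 µM median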
#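 Material: XiGFP fibroblasts, SV40-immortalized. Buffer or medium: DMEM plus 5-aza-dC sensitizer. Compound: single concentration per compound, delivered by pin transfer. Times: 3 days compound exposure. Controls: ellipticine 6 µM.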
# EWS-Fli inh: inhibitors of EWS/Fli oncoprotein transcriptional activity; A673 NR0B1-luciferase reporter, viability-normalised; inhibition, % at 12.6 µM; 0.67% of 350,000 active;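 active = mean inhibition of at least 50% after viability correction, with every replicate also passing that limit; inconclusive = mean reaches 50% but only one of two replicates passes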;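 also: firefly luciferase signal divided by Alamar Blue viability fluorescence both relative to DMSO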
# PAX8 reporter: inhibitors of PAX8 transcriptional activity in RMG-I cells; RMG-I TPO-luciferase reporter, SteadyGlo, 24 h; inhibition, % at 12.6 µM; 1.2% of 360,000 active;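 active = mean replicate inhibition at least 60% with every replicate also reaching 60%; inconclusive = only one of the two criteria is met; inactive = mean below 60% and not all replicates reaching 60%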;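 also: luciferase light reporting Pax8 driven TPO promoter activity; plate controls were median of neutral control wells for no effect and mitoxantrone controls for full effect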
# The depositor's hits bear a star; ? = inconclusive; . = not tested or not shown; & = joins results of further samples.
SMILES,ERp5 block,GSIS activator,F508del corr,DENV2 CPE,ARNT-TACC3 inh,XiGFP reactiv,EWS-Fli inh,PAX8 reporter
CN1[C@@H]2c3ccc(C4=CCCC4)c(=O)n3C[C@H]1[C@H](CO)[C@H]2C(=O)NC1Cc2ccccc2C1,0.9,2.5,0.3,-1.9,-2.5,0.2,-7.4,8.5
Cc1ccc(S(=O)(=O)Nc2ccc3c(c2)CC(=O)N([C@@H](C)CO)C[C@H](C)[C@@H](CN(C)S(=O)(=O)c2cn(C)cn2)O3)cc1,7.7,11.9,-0.5,-4.0,19.1,0.1,-8.5,3.3
C[C@H]1CN([C@@H](C)CO)C(=O)Cc2cc(NS(=O)(=O)c3cccs3)ccc2O[C@H]1CN(C)S(=O)(=O)c1ccc(Cl)cc1,.,-7.6,5.7,-10.4,.,0.2,1.4,.
Nc1nnc(SCC(=O)Nc2sc3c(c2C(=O)c2ccccc2)CCCC3)s1,1.2,-2.0,-1.8,-9.3,-5.4,0.0,22.8,27.7
O=C(COC(=O)c1c2c(nc3ccccc13)/C(=C\c1cccs1)CCC2)Nc1ccccc1Cl,4.5,.,.,4.2,-5.0,0.1,5.0,27.9
Cc1ccc(C(=O)N2[C@@H]3CN(C)C(=O)[C@@]2(Cc2ccccc2)[C@H]2C(=O)N(Cc4ccccc4)C(=O)[C@@H]32)cc1,-5.0,-28.2,-2.1,1.5,13.0,0.0,0.6,9.3
O=C([C@H]1O[C@@H](n2ccc(=O)[nH]c2=O)[C@H](O)[C@@H]1O)N1CCN(Cc2ccccn2)CC1,6.6,11.1,0.6,2.0,.,0.3,1.9,-12.8
CCOc1ccccc1NC(=O)c1ccc(S(=O)(=O)N(C)c2ccccc2)cc1,-3.9,.,1.6,5.2,4.2,0.0,-3.1,-6.7

# (listing goes on)
SMILES,ERp5 block,GSIS activator,F508del corr,DENV2 CPE,ARNT-TACC3 inh,XiGFP reactiv,EWS-Fli inh,PAX8 reporter
Cc1ccc(SCC(=O)O/N=C(\N)c2ccncc2)cc1,5.2,.,0.2,4.6,-4.9,-0.1,-18.0,.
Cc1cc(C)c(S(=O)(=O)N2CCCOC2CNC(=O)C(=O)NCCCn2ccnc2)c(C)c1 (stereo not drawn),2.6,4.3,.,1.5,-17.0,0.0,-12.2,-3.6
C[C@H](CO)N1C[C@H](C)[C@@H](CN(C)C(=O)C2CCCCC2)OCc2cn(nn2)CCCC1=O,3.7&2.6,-5.5&-1.0,-5.3&-1.8,-6.3&5.3,-6.2,0.0&0.1,2.8&3.9,-3.4&-2.0
CCc1ccc(CN2CCCC(CCC(=O)N3CCN(c4ccccn4)CC3)C2)o1 (stereo not drawn),0.9,1.6,1.5,-5.9,-3.0,-0.1,2.9,16.9
COc1ccc(NC(=O)C(c2ccc(OC)cc2)N(C)C(=O)CC2NC(=O)NC2=O)cc1 (stereo not drawn),.,-19.8,.,.,-2.1,0.8,.,0.0
O=C(COC(=O)c1ccco1)Nc1ccc(Br)cc1,-2.1,-24.8,-0.1,0.2,1.4,.,4.6,.
Cc1sc2ncnc(NCCCN3CCCC3=O)c2c1C,2.7,1.1,1.3,-3.6,-6.0,0.1,15.2,1.7
CCOc1ccc(NC(=O)CSc2nnc(C3CC3)n2C2CC2)cc1,-13.2,24.7,0.1,3.5,-8.6,0.1,-8.2,-11.9

# Arranged by value in DENV2 CPE (ascending): three of the compounds above.
Structure,DENV2 CPE
CCc1ccc(CN2CCCC(CCC(=O)N3CCN(c4ccccn4)CC3)C2)o1 (stereo not drawn),-5.9
O=C(COC(=O)c1ccco1)Nc1ccc(Br)cc1,0.2
Cc1cc(C)c(S(=O)(=O)N2CCCOC2CNC(=O)C(=O)NCCCn2ccnc2)c(C)c1 (stereo not drawn),1.5

# Next records.
SMILES,ERp5 block,GSIS activator,F508del corr,DENV2 CPE,ARNT-TACC3 inh,XiGFP reactiv,EWS-Fli inh,PAX8 reporter
CCCN1[C@H](C(=O)OC)[C@@H](CO)[C@@H]2Cn3c(ccc(C4=CCCC4)c3=O)[C@@H]21,5.0,6.1,-2.1,84.0*,5.2,-0.1,5.0,11.1
O=c1oc(-c2ccccc2F)nc2scc(-c3ccccc3)c12,-3.9,.,-0.8,-2.6,.,0.1,-24.6,-6.8
COc1ccc(CCN2C(=O)c3ccccc3C2c2nnnn2C(C)C)cc1OC (stereo not drawn),-4.0,28.1,-0.7,?,.,0.0,-3.6,-6.8
Cc1cc(SCC(=O)OCC(=O)NCC2CCCO2)c(C)cc1Br (stereo not drawn),2.2,-12.0,-3.3,10.8,-8.6,0.1,11.9,0.2
N=C(N)SCc1ccc(Cl)cc1Cl,1.2,1.4,.,1.2,-6.9,-0.1,6.0,-39.3
C[C@H]1CN([C@@H](C)CO)C(=O)c2ccccc2-c2ccccc2CO[C@@H]1CN(C)C(=O)Nc1ccccc1C(F)(F)F,-1.7,-1.8,0.1,-1.5,10.6,-0.2,-7.1,19.3
COc1cccc(-c2ccc3nnc(SCC(=O)Nc4ccc(NC(C)=O)cc4)n3n2)c1,-3.8,5.7,0.5,-4.4,-2.6,0.1,2.7,8.8
CO[C@H]1CN(C)C(=O)c2ccc(NS(=O)(=O)c3ccc(Cl)cc3)cc2OC[C@H](C)NC[C@@H]1C,-5.1,12.4,2.7,6.2,.,0.6,-5.2,.

# Next entries.
SMILES,ERp5 block,GSIS activator,F508del corr,DENV2 CPE,ARNT-TACC3 inh,XiGFP reactiv,EWS-Fli inh,PAX8 reporter
CN(c1ccccc1C(=O)Nc1ccccc1-c1ccccc1)S(C)(=O)=O,2.0,0.3,-0.5,-3.0,-3.7,0.3,-2.5,-6.4
S=C(NCCCN1CCOCC1)Nc1ccc(Cl)c(Cl)c1,.,14.3,.,.,6.2,-0.2,5.9,5.9
CCOC(=O)c1sc(NC(=O)c2ccc(OC)cc2)nc1C,-4.2,-2.5,2.3,0.2,-3.1,0.0,-32.6,-48.1
COc1ccc(CCC2=NCCN2C(CC(C)C)c2nc3ccccc3[nH]2)cc1 (stereo not drawn),2.2,-8.3,0.3,3.9,.,0.1,8.6,11.4
FC(F)(F)c1ccc2c(c1)n(Cc1ccccc1)c1[n+]2CCCCC1,-1.1,14.0,-1.7,3.3,2.1,0.0,23.8,3.2
COCCNc1ncnc2c1ncn2[C@H]1CN(Cc2ccncc2)C[C@@H](CO)O1,3.5,23.6,0.2,-2.7,.,0.0,2.1,-0.5
CC(C)NC(=O)C1(C)CN(S(C)(=O)=O)CC(=O)N1Cc1cccs1 (stereo not drawn),-0.5,12.7,-2.7,-8.2,.,-0.2,-13.3,-20.3
COc1ccc(S(=O)(=O)N(C)C[C@H]2Oc3ccc(NC(=O)Cc4cn(C)c5ccccc45)cc3CC(=O)N([C@H](C)CO)C[C@@H]2C)cc1,0.9,-13.2,0.4,-3.2,13.2,-0.3,12.9,.

# Further structures
SMILES,ERp5 block,GSIS activator,F508del corr,DENV2 CPE,ARNT-TACC3 inh,XiGFP reactiv,EWS-Fli inh,PAX8 reporter
CO[C@H]1CN(C)C(=O)c2cc(NC(=O)Nc3cc(Cl)cc(Cl)c3)ccc2OC[C@H](C)NC[C@H]1C,4.1,-4.3&-13.7,-0.3,.,.,0.0&0.0,6.8,.
Cc1cc(OC(=O)c2cccc([N+](=O)[O-])c2)c(C)cc1CN1CCOCC1,8.8,-8.0,-0.9,-8.3,9.1,0.0,3.6,24.1
CCOc1nc(C)cc(C)c1S(=O)(=O)c1ccc(Cl)cc1,1.9,-19.1,.,3.1,-4.5,0.1,4.1,7.5
CC(C)(C)NC(=O)/C=C/c1cccs1,3.1,2.1,0.4,7.0,-4.8,-0.7,-4.7,-22.6
CCN1C[C@@H]2[C@@H]3C(=O)N(Cc4ccccc4)C(=O)[C@@H]3[C@](Cc3ccccc3)(C1=O)N2C(=O)c1ccccc1,.,17.1,1.4,.,14.6,0.1,-5.8,6.1
O=[N+]([O-])c1ccc(Cl)cc1N1CCCC1,1.9,-3.4,1.8,-4.9,-2.8,-0.1,-15.5,17.9
O=S(=O)(c1cccs1)N1CCN(c2ccnc3cc(Cl)ccc23)CC1,-4.2,-3.9,1.2,64.0*,25.4,0.0,-11.4,41.4
CC1(C)CC(N2CCN(CCO)CC2)=CC(=S)N1,3.7,9.9,2.8,-6.4,2.3,0.0,3.1,10.9

# (further entries)
SMILES,ERp5 block,GSIS activator,F508del corr,DENV2 CPE,ARNT-TACC3 inh,XiGFP reactiv,EWS-Fli inh,PAX8 reporter
CCN(C(=O)CSc1nnnn1-c1ccc(OC)cc1)C1CCS(=O)(=O)C1 (stereo not drawn),0.2,-6.9,1.5,-2.8,4.9,-0.2,-8.0,-8.7
COc1nccnc1NS(=O)(=O)c1ccc(NC(=S)NC(=O)/C=C/c2ccc(F)cc2)cc1,-2.8,.,4.9,?,33.6,0.1,-3.9,-6.0
C[C@@H]1CN([C@@H](C)CO)C(=O)c2cc(NC(=O)Cc3ccccc3)ccc2O[C@@H](C)CCCCO[C@H]1CN(C)C(=O)CCC(F)(F)F,-0.1,-11.8,-2.0,2.6,-6.7,-0.1,-3.1,4.8
COc1cc(CCC(=O)Nc2ccc(C)c(S(=O)(=O)N3CCCCCC3)c2)cc(OC)c1OC,1.4,.,0.8,2.4,.,0.4,13.2,19.9
O=C(Nc1ccc(N2CCCCC2)cc1)c1ccc([N+](=O)[O-])o1,2.8,-24.0,-0.3,-6.1,-4.9,0.2,-1.4,16.3
Cc1cc(C(=O)Nc2ccc(Cl)cc2)c2ccccc2n1,-3.0,7.9,-2.8,-0.6,-3.1,0.0,-6.3,-2.9
CCOC(=O)c1c[nH]n2c(=S)ncnc12,1.4,.,1.1,-5.8,.,0.3,9.6,-9.2
Cc1ccc(S(=O)(=O)CCC(=O)OCCOc2ccc(Br)cc2)cc1,-1.4,1.6,-1.0,?,.,-0.1,-6.2,-23.4

# Other records:
SMILES,ERp5 block,GSIS activator,F508del corr,DENV2 CPE,ARNT-TACC3 inh,XiGFP reactiv,EWS-Fli inh,PAX8 reporter
Cc1ccc(S(=O)(=O)NNC(=O)C(=O)NNS(=O)(=O)c2ccc(C)cc2)cc1,2.3,-4.7,0.4,1.5,-0.9,0.1,-9.1,5.0
CCC(=O)N1CC2(C1)[C@H](c1ccccc1)[C@H](CO)N2CC1CC1,2.8,6.5,1.4,-7.6,.,0.0,1.8,2.5
CC(=O)Nc1ccc(S(=O)(=O)N(C)Cc2ccccc2)cc1,1.1,2.9,2.0,11.2,-2.3,0.2,1.6,8.4
O=C1c2ccccc2N2C(=O)c3ccccc3C2N1Cc1ccccc1 (stereo not drawn),0.4,1.8,3.0,.,-2.2,1.2,-6.5,12.1
Cc1cccc(NC(=O)CN2C(=O)c3ccccc3S2(=O)=O)n1,5.2,3.8,2.9,-3.1,0.9,-0.1,-0.3,-0.4
Cc1ccc2cccc(OCC(=O)Nc3ccc4c(c3)OCO4)c2n1,-0.7,7.4,1.4,?,-5.4,0.0,-5.1,-1.8
C/C(=N\NC(=O)c1nnn(-c2nonc2N)c1CSc1ccc(C)cc1)c1ccco1,3.1,9.2,2.7,9.5,-2.7,0.0,.,-6.3
CCn1c(SCC(=O)Nc2cccc(O)c2)nc2c1c(=O)n(C)c(=O)n2C,7.3,5.7,-0.2,-6.1,2.8,0.0,1.1,-3.7
